HEK293 tox – qHTS of GLP-1 Receptor Inverse Agonists: Cytotox Screen | HEK293 cAMP-luciferase reporter cells, luminescence, 24 h | 410,000 tested, 0.13% active | Potency, µM (doses to about 38.3 µM), for the others: top-dose activity change, negative = inhibition, actives largely listed as inhibitors;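 further: loss of luciferase light is scored as toxicity; on the % scale 0 is the no-effect control and ±100 the full control effect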
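Here, cytotoxicity is scored as loss of luminescence. The MLSMR collection was tested on cells seeded in medium containing 10% Nu serum, with a 24 hr compound exposure preceded by 12 hours of culture.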
KB-3-1 tox – qHTS assay for MDR1-selective chemotherapeutics: Primary screen using the parental adenocarcinoma cell KB-3-1 | KB-3-1 viability, CellTiter-Glo ATP luminescence, 72 h | Potency, µM (doses to about 46.1 µM), without a hit: at the highest dose activity change, negative = cytotoxic, usual class: cytotoxic | 400,000 tested, 1.4% active | AID 1347075, 2019; further: on the % scale 0 is the no-effect control and ±100 the full control effect; nearly all actives have a fitted effect of over 60% in size
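Screening of KB-3-1 cells (DMEM, 10% FBS, phenol-red free) ran from lowest to highest compound concentration; after 72 h at 37 °C viability was read luminescently and curves fitted.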
GLP1R inv ag – qHTS of GLP-1 Receptor Inverse Agonists (Inhibition Mode) | HEK293 GLP-1R CRE-luciferase, luminescence, 24 h; GLP-1R form is constitutively active | Glucagon-like peptide 1 receptor (Homo sapiens), P43220 | 410,000 tested, 1.6% active | Potency, µM (doses to about 38.3 µM), without a hit: at the top dose activity change, negative = inhibition, usual class: inhibitors; further: on the % scale 0 is the no-effect control and ±100 the full control effect; nearly all actives have a fitted effect of over 55% in size
Target sequence (P43220 whole entry, looked up): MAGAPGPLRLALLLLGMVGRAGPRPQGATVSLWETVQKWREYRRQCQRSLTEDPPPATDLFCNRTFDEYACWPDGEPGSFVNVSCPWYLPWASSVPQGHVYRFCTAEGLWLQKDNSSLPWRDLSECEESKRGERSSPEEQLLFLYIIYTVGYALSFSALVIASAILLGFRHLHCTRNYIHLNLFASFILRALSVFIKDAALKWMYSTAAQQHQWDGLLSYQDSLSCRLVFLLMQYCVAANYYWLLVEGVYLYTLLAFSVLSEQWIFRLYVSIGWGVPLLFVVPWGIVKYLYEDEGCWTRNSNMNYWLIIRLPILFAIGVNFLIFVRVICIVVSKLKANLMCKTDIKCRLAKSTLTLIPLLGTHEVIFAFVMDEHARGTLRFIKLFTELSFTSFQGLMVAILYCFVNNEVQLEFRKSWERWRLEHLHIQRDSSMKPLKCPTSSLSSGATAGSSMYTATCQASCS
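Assay principle: reduced luminescence from a cAMP-responsive reporter in HEK293 cells co-expressing a constitutively active GLP-1R. Conditions: 24 hr compound incubation, 37 deg C, 5% CO2.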
HT1080NT lethal – qHTS for induction of synthetic lethality in tumor cells producing 2HG: qHTS for the HT-1080-NT fibrosarcoma cell line; HT-1080-NT fibrosarcoma viability, CellTiter-Glo ATP luminescence, 48 h; 360,000 tested, 1.6% active; Potency, µM (top dose mostly 46.1 µM), without a hit: top-dose activity, negative = less viability, usual class: cytotoxic;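 further: NT is the 2HG producing partner of a matched IDH1 knockdown line; 0% = DMSO-treated cells and -100% = media-only wells without cells; nearly all actives have a fitted effect of over 55% in size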
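HT-1080-NT fibrosarcoma cells (2HG-overproducing), 750 cells/well in RPMI with 5% FBS, dosed after 2 h and incubated 48 h at 37C. CellTiter-Glo luminescence normalized to DMSO and no-cell wells; concentration-response curves fitted and classed.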
HT1080 IDH1KD tx – qHTS for induction of synthetic lethality in tumor cells producing 2HG: qHTS for the HT-1080-IDH1KD cell line | HT-1080 IDH1 knockdown viability, ATP luminescence, 48 h | Potency, µM (top dose mostly 46.1 µM), inactives show top-dose activity, negative = toxicity, usual class: cytotoxic | 360,000 tested, 2% active | AID 686971, 2013;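 further: 0% = DMSO wells and -100% = cell-free medium wells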
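In this qHTS, HT-1080 cells depleted of IDH1 are exposed for 48 h at 37 °C to compound titrations. Toxicity is scored from CellTiter-Glo luminescence, with DMSO as full viability and medium alone as none.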
SW480 rerep – A quantitative high throughput screen for small molecules that induce DNA re-replication in SW480 colon adenocarcinoma cells | SW480 DNA re-replication, Hoechst DNA content imaging, 48 h | Potency, µM (doses to about 46.1 µM), for inactives: at the highest dose re-replication activation, hits mostly activators | 340,000 tested, 1.8% active; further: % of control where 0% means no effect; nearly all actives have a fitted effect of over 55% in size
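Treated cells incubate 48 hr (37 C, 5% CO2), are stained 40 min with Hoechst, and nuclear fluorescence is enumerated; a rise in nuclei with high DNA signal marks re-replication.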
GLP-1R agonist – qHTS of GLP-1 Receptor Agonists | Glucagon-like peptide 1 receptor (Homo sapiens), P43220 | HEK293 GLP-1R CRE-luciferase, luminescence, 4-6 h; cells express a hypersensitive GLP-1R form | Potency, µM (doses to about 45.6 µM), for inactives: at the highest dose activation, hits mostly activators | 380,000 tested, 0.007% active; further: % of control where 0% means no effect
TDP-43 yeast inh – qHTS of TDP-43 Inhibitors; 410,000 tested, 1.8% active; TDP-43 expressing yeast growth rescue, BacTiter-Glo, 24 h; Potency, µM (titrated, usually from 46.1 µM), for inactives: top-dose growth rescue (activation), usual class: activators; further: % of control where 0% means no effect; nearly all actives have a fitted effect of over 50% in size
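Yeast expressing TDP-43 (pregrown in raffinose, seeded at OD600=0.02 in galactose medium) exposed to compounds 24 hr at 30 deg C. Growth read by BacTiter-Glo luminescence; rescue of toxicity appears as increased signal.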
KB-V1 MDR tox – qHTS assay for MDR1-selective chemotherapeutics: Primary screen using the drug-selected MDR subline cells KB-V1. AID 1347076, 2019. KB-V1 MDR cells viability, CellTiter-Glo, 72 h. Potency, µM (top dose mostly 46.1 µM), for the others: at the highest dose activity change, negative = cytotoxicity, most hits filed as cytotoxic. 400,000 tested, 3.4% active; further: on the % scale 0 is the no-effect control and ±100 the full control effect; nearly all actives have a fitted effect of over 60% in size
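Luminescent ATP read-out (CellTiter-Glo, 10 min) measures survival of drug-selected KB-V1 MDR cells after 72 h, 37 degrees C compound exposure. Medium: phenol-red-free DMEM, 10% FBS. Values from fitted concentration-response curves.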
Starred values were filed as active, the others as inactive; u = inconclusive; x = not tested or not shown; & = joins results of further samples; [ ] = remark or other dose. The call rests on the fitted dose curve; in most records, active means well fitted curve in the direction sought with a large enough effect; inconclusive means small, poorly fitted or top-dose-only effect, or another doubt; inactive means no such curve, though single readings can be large; an effect the other way counts as inactive or inconclusive. Potency means the concentration at half of the fitted maximal effect.

SMILES | HEK293 tox | KB-3-1 tox | GLP1R inv ag | HT1080NT lethal | HT1080 IDH1KD tx | SW480 rerep | GLP-1R agonist | TDP-43 yeast inh | KB-V1 MDR tox
COC(=O)N=Nc1c(O)[nH]c2ccc(Br)cc12 | -10% | -20% | 47%[activator] | 12% | 2% | -44%[inhibitor] | 5% | -25% | -9%
CC(C)N(C(=O)[C@H]1CC(CC(=O)NC(C)(C)C)C(=O)N2CCc3c([nH]c4ccccc34)[C@]12C)C(C)C (some centres undefined) | -7% | 0% | -21% | -1% | -2% | u | 0% | 6% | -7%
COCCn1c(SCc2ccccc2)nc2c1c(=O)[nH]c(=O)n2C | -6% | 8% | 15% | -9% | -4% | -6% | 19% | -17% | 0%
Cc1c(NC(=O)OCCNC(=O)COc2c(Cl)cccc2Cl)sc(=S)n1C | -9% | -4% | 7% | -3% | -10% | -8% | 0% | 24% | u
O=C(OCc1ccccc1)c1cccc(-c2nnc(-c3ccccc3)o2)c1 | -5% | 4% | 7% | 22% | -4% | 9% | -18% | -11% | -22%
COc1cccc(CNC(=O)CSC2=Nc3ccccc3C3=NC(C(C)C)C(=O)N23)c1 (centres undefined) | 3% | 2% | 2% | x | x | x | x | 16% | 2%
CCN(CC)S(=O)(=O)c1cccc(NC(=O)COC(=O)/C=C/c2cccs2)c1 | 12% | u | u | 6% | 10% | u | 12% | -17% | 0%
O=C(NC(c1ccccc1)c1ccccc1)c1ccc(CO)cc1 | 2% | -3% | -4% | 1% | 4% | -15% | 2% | 22% | 0%
Cc1ccc2c(c1)-c1c(cnn1CC(=O)N(Cc1ccco1)C1CCCCC1)CO2 | -28% | 5% | u | u | -2% | 3% | 1% | 35µM* | -28%
Cc1ccc(S(=O)(=O)N2CCN(C(=O)COC(=O)c3cc([N+](=O)[O-])ccc3NCCO)CC2)c(C)c1 | -20% | u | u | -14% | u | 0% | -1% | 14% | 4%
COc1ccc(-c2nc3sc(CCNC(=O)c4ccc(Br)o4)c(C)n3n2)cc1 | -32% | u | u | x | x | x | -2% | 11µM* | -60%
CC(=O)Nc1ccc(C(=O)OCC(=O)Nc2c(F)cccc2F)cc1 | 1% | 6% | -4% | -2% | 1% | 1% | -1% | -1% | 13%
CCC(C(=O)Nc1ccc(C(C)=O)cc1)n1cnc2nc3c(cc2c1=O)CCCC3 (centres undefined) | -9% | 5% | 26% | x | x | x | x | 6% | 3%
Cc1ccc(CNc2ncccc2-c2nc(-c3ccc(Cl)cc3)no2)cc1 | 5% | 6% | 9% | x | x | x | x | 6% | -7%
COc1cc(/C=N/NC(=O)c2nnn(-c3nonc3N)c2C(C)C)ccc1OCc1ccccc1 | 0% | -17% | u | u | -27% | -20% | -7% | 19% | 3%
O=C(Nc1ccc2c(c1)OCCO2)C1CCCN(S(=O)(=O)c2cccc3nsnc23)C1 (centres undefined) | 5% | 29% | -3% | 11% | -7% | 0% | -3% | -31% | u
NNC(=O)c1ccccc1OCc1ccccc1 | -28% | -1% | -26% | -20% | -1% | -11% | 0% | 0% | 5%
O=C(Nc1ccc(F)cc1F)c1ccc2c(c1)[nH]c(=O)n2Cc1ccc(F)cc1 | -1% | -1% | -6% | -13% | -19% | -42%[inhibitor] | 1% | 14% | 18%
O=C(CSc1nccn1-c1ccccc1)c1ccc(Cl)cc1 | -2% | 17% | -26% | 25% | 18% | -2% | 2% | -10% | 0%
CCCS(=O)(=O)N1CCC(C(=O)NCc2cccnc2)CC1 | 5% | 9% | -3% | 9% | 2% | -3% | 0% | -3% | 15%
Cc1ccccc1NC(=O)CSc1nc(-c2ccccc2)cn1-c1ccccc1F | 1% | 0% | u | x | x | x | x | 29%[9.22 µM] | -9%
CCOc1ccc(CNn2nnnc2N)cc1 | -14% | 6% | 10% | 10% | 0% | -2% | -9% | 7% | 10%
COc1cccc(OC)c1OCCNCCO | -6% | 6% | 1% | 12% | 9% | -1% | -6% | 4% | 1%
Cc1cc2nc(C)c(Cl)c(=O)n2[nH]1 | 0%[7.66 µM] | -4% | -9%[7.66 µM] | 13% | 17% | 3% | 1% | 21%[9.22 µM] | 0%

Five structures from above, ordered by molar mass, high to low.
SMILES | HEK293 tox | KB-3-1 tox | GLP1R inv ag | HT1080NT lethal | HT1080 IDH1KD tx | SW480 rerep | GLP-1R agonist | TDP-43 yeast inh | KB-V1 MDR tox
Cc1ccccc1NC(=O)CSc1nc(-c2ccccc2)cn1-c1ccccc1F | 1% | 0% | u | x | x | x | x | 29%[9.22 µM] | -9%
CCC(C(=O)Nc1ccc(C(C)=O)cc1)n1cnc2nc3c(cc2c1=O)CCCC3 (centres undefined) | -9% | 5% | 26% | x | x | x | x | 6% | 3%
O=C(OCc1ccccc1)c1cccc(-c2nnc(-c3ccccc3)o2)c1 | -5% | 4% | 7% | 22% | -4% | 9% | -18% | -11% | -22%
O=C(CSc1nccn1-c1ccccc1)c1ccc(Cl)cc1 | -2% | 17% | -26% | 25% | 18% | -2% | 2% | -10% | 0%
CCOc1ccc(CNn2nnnc2N)cc1 | -14% | 6% | 10% | 10% | 0% | -2% | -9% | 7% | 10%

(next part)
SMILES | HEK293 tox | KB-3-1 tox | GLP1R inv ag | HT1080NT lethal | HT1080 IDH1KD tx | SW480 rerep | GLP-1R agonist | TDP-43 yeast inh | KB-V1 MDR tox
Cc1ccc(NC(=O)CCNS(=O)(=O)c2ccc3c(c2)CCCC(=O)N3)cc1 | -1% | 1% | -14% | x | x | x | -2% | -1% | -1%
COc1cccc(C(=O)N(c2ccc(C)cc2)C2C=CS(=O)(=O)C2)c1 (centres undefined) | -7% | -12% | 7% | 0% | -3% | -4% | -8% | -15% | u
Cc1cc(C(=O)COc2ccc3ccc(=O)oc3c2)c(C)n1C | 29% | -3% | 18% | 20% | -12% | -6% | 14% | 2% | -16%
CC(=O)Nc1ccc(OC(F)(F)C(F)F)c(NC(C)=O)c1 | u | -2% | -2% | 3% | 8% | -7% | -3% | -22% | -5%
CCOC(=O)C1=C(C)N(CCCC(=O)O)C(=O)NC1c1ccc(Cl)cc1 (centres undefined) | -4% | 0% | 18% | -2% | -1% | -45%[inhibitor] | -2% | -8% | -20%
COc1ccc(NC(=O)c2ccc(Cl)c(S(=O)(=O)N3CC(C)OC(C)C3)c2)cn1 (centres undefined) | 1% | u | 18% | 1% | 0% | -2% | -3% | 16% | -27%
O=C(NC(n1ccc(=O)[nH]c1=O)C(Cl)(Cl)Cl)C12CC3CC(CC(C3)C1)C2 (centres undefined) | 10% | 10% | 42%[activator] | 5% | -15% | 8% | 25% | -21% | 10%
COC(=O)[C@@H]1Cc2c([nH]c3ccccc23)C2CCC(=O)N21 (some centres undefined) | -3% | -3% | 32%[activator] | -21% | -11% | -2% | 0% | 12% | 27%
CCN(CC)CCN(Cc1cc2cc3c(cc2[nH]c1=O)OCO3)C(=S)NCC1CCCO1 (centres undefined) | -2%[7.66 µM] | -4% | -3%[7.66 µM] | 3% | 0% | -1% | 7% | 8%[9.22 µM] | 19%
NC(=O)CC(NC(=O)Cc1cccc2ccccc12)c1ccc(N2CCC(Cc3ccccc3)CC2)c([N+](=O)[O-])c1 (centres undefined) | -14% | u | 8% | -2% | -16% | -4% | -2% | 1% | -1%
O=C1/C(=C\c2cccnc2)SC(=S)N1C1CCS(=O)(=O)C1 (centres undefined) | -24% | u | 0% | -27% | u | u | -19% | -16% | -30%
C/C(=N/NC(=O)c1cccc(C)c1)c1c(O)cc(C)oc1=O | 16% | u | -10% | -5% | -2% | -5% | 1% | -35%[inhibitor] | u
COc1ccc(-n2c3c(c(=O)[nH]c2=O)C(NC(=O)c2ccncc2)(C(F)(F)F)C(=O)N3)cc1 (centres undefined) | 9% | 3% | -1% | -8% | 6% | -8% | -4% | 28% | 9%
CCOC(=O)c1sc2ccccc2c1S(=O)(=O)NCc1ccc(F)cc1 | 0% | 10% | u | x | x | x | x | 17% | 9%
Nc1ncnc(SCc2c(F)cccc2Cl)n1 | -3% | -6% | 32% | 1% | 0% | -4% | 18% | 8% | 5%
COc1ccccc1N1CCN(c2nc(-c3ccccc3)cc(C(F)(F)F)n2)CC1 | 4% | 0% | 6% | 15% | 17% | -21% | -1% | 10% | 0%
CC(=O)N1c2ccc(S(=O)(=O)NCCC(=O)N(C)Cc3ccccc3)cc2CC1C (centres undefined) | -4%&2% | 7%&-14% | 12%&3% | 5% | 0% | -7% | 3% | -3%&2% | -1%&2%
CCC(C)N1C(=O)S/C(=C/c2ccc(N3CCOCC3)cc2C)C1=O (centres undefined) | 2% | -10% | u | 5% | -19% | 23% | 10% | -10% | -25%
COC(=O)Nc1ccc2ncn(C)c(=O)c2c1 | -4% | 5% | 8% | 12% | -5% | -2% | -5% | u | 14%
COc1ccc(C2c3c(oc4ccc(F)cc4c3=O)C(=O)N2Cc2ccc3c(c2)OCO3)cc1 (centres undefined) | -1% | 16% | -4% | x | x | x | x | -4% | 6%
CCn1c(=O)cc(SCC(=O)NCc2ccccn2)c2ccccc21 | -13% | 0% | 1% | 1% | 0% | 0% | 0% | -21% | -8%
Cc1cc(C)cc(NC(=O)CSc2ccc(-c3ccco3)nn2)c1 | 5% | u | u | -3% | -3% | -6% | 3% | 9% | -10%
Cc1ccc(S(=O)(=O)N2CCN(c3nc4ccccc4nc3-n3nc(C)cc3C)CC2)cc1 | -1% | 3% | u | 2% | 0% | u | -5% | 2% | 0%
Cc1onc(-c2ccccc2)c1C(=O)N1CCN(c2ncccn2)CC1 | -13% | -5% | 19% | 10% | 9% | -8% | 4% | -3%[0.397 µM] | -17%

From PubChem
